Screening results: PubChem, Broad Institute
E-selectin induc = E-selectin induction in HUVECs, primary screen, imaging, HUVEC, immunofluorescence imaging, single point; P16581; normalized: neutral wells 0, TNF-alpha wells 100; activation, % at 7.58 µM; hit rate 0.37% among 260,000; AID 686992, 2013;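 active = mean E-selectin-positive cell signal at least 10% of the positive control, reached in at least 60% of replicates, without over 20% cell loss; inconclusive = no rule given, readout overlaps actives, possibly toxicity-flagged; inactive = the rest, including those meeting only one limit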;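 note: in these data hits start at about 27%; measured in HUVEC primary endothelial cells; signal is the percent of cells scored E-selectin positive by PE staining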
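System: HUVEC / Compound: single concentration / Signal: immunofluorescence imaging / Read-out: percent E-selectin-positive cells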
INS-1E GSIS act = GLuc luminescence reporter in INS-1E cells, primary screen for activators of glucose-dependent secretion of insulin | INS-1E GLuc reporter insulin secretion, 2-3 h | activation, % at 16.6 µM | hit rate 0.61% among 370,000 | AID 743287, 2014;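 active = lowest replicate activation of at least 40%, so every replicate reaches that level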;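 note: 0% = median of neutral control wells and 100% = median of IBMX positive control wells; some compounds called inactive have numbers as strong as hits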
RAD52 inh = RAD52 DNA annealing inhibitors, primary screen, biochemical, FRET, single point, set 2; recombinant RAD52 DNA annealing, FRET fluorescence; hit rate 0.46% among 360,000; inhibition, % at 18.7 µM; DNA repair protein RAD52 homolog (Homo sapiens), P43351;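 active = every replicate showing at least 50% inhibition; inconclusive = mean inhibition at least 50% but not in every replicate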
Target sequence (P43351 whole entry, looked up): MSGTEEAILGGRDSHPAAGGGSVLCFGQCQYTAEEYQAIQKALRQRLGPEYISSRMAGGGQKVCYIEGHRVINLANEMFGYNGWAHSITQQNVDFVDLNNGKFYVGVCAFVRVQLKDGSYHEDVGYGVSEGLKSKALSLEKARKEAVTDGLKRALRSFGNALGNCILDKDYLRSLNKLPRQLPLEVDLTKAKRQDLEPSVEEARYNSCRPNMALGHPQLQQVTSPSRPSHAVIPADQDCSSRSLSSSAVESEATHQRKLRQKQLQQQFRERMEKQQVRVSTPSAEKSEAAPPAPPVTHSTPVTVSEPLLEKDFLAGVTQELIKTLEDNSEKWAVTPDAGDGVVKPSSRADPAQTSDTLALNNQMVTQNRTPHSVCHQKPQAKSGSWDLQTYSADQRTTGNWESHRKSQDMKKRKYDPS
XiGFP reactiv = activators of inactive X chromosome reactivation, primary screen, imaging, XiGFP fibroblasts, GFP high-content imaging, set 2. hit rate 0.055% among 360,000. activation, % at 7.58 µM. XiGFP mouse fibroblasts, % GFP-positive cells imaging, 3 d; cells co-treated with 5-aza-dC sensitizer; scaled so ellipticine positive control = 100%;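 active = mean normalized replicate activation at least 10% and every replicate at or above 10%; inconclusive = only one of the two criteria met; inactive = mean below 10% and not all replicates reach 10%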;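 note: 0% = median of on-plate neutral control wells and 100% = ellipticine 6 µM median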
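material = 68-5-11 XiGFP fibroblast line | medium = DMEM plus 5-aza-dC sensitizer | schedule = 3 days compound exposure | benchmarks = positive control ellipticine, 6 µM final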
RAD54 inh = inhibitors of human RAD54 branch migration, primary screen, biochemical, fluorescence, single point; DNA repair and recombination protein RAD54-like (Homo sapiens), Q92698; RAD54 Holliday junction branch migration, FAM/BHQ fluorescence; inhibition, % at 10.4 µM; hit rate 0.14% among 360,000; AID 602329, 2012;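 active = mean normalized replicate activity at least 40 and at least half of replicates scoring 40 or more; inconclusive = only one of the two criteria met; inactive = mean below 40 and under half of replicates reaching 40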;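 note: 0% = median of neutral control wells and 100% = median of positive control wells; inhibitors cause a drop in the FAM fluorescence signal; in these data hits start at about 50%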
F508del corr = F508del CFTR correction, initial screen, CFBE line, single point; CFBE cells, YFP halide quenching; stimulated with forskolin plus potentiator P3; % fluorescence drop versus neutral controls; activity (quench increase), % at 7.58 µM; hit rate 0.36% among 350,000;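 active = mean added fluorescence quench of at least 8% versus neutral control, with both replicates also reaching 8%; inconclusive = only one of the mean or replicate conditions met; inactive = mean below 8% and not both replicates reaching 8%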;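 note: cells transiently co-express mutant CFTR-F508del with the halide-sensitive YFP; corrector assay measuring rescue of mutant channel to the surface after 24 h compound exposure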
DENV2 CPE rescue = inhibitors of DENV2 cytopathic effect, primary screen, cell-based, plate reader, single concentration; hit rate 1.7% among 350,000; DENV2-infected cells, cytopathic effect rescue; CPE inhibition, % at 9.99 µM; in the data active = CPE inhibition above about 20%, passing the limit was not always enough; inconclusive = no clear call, values can overlap the other calls; tested in BHK-21 cells;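 note: 0% = median of neutral control wells and 100% = median of positive control wells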
CASP6 VEID inh = human caspase-6 inhibitors, primary screen, biochemical, VEID-R110 fluorescence, single point, set 2; P55212; purified caspase-6, Z-VEID-R110 cleavage fluorescence; inhibition, % at 12.5 µM; hit rate 0.53% among 350,000;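 active = mean inhibition across replicates at least about 35%, with every replicate also reaching that limit, limit read from the data; inconclusive = only one of the two criteria met; inactive = neither criterion met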;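 note: 0% = median of neutral control wells and 100% = no fluorescence left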
Target sequence (P55212 24-179 limits assumed): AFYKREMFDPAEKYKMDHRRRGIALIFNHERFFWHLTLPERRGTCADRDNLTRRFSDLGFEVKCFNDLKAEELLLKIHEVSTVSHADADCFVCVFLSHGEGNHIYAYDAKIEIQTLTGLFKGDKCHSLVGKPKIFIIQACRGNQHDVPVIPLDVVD
Target sequence (P55212 194-293 limits assumed): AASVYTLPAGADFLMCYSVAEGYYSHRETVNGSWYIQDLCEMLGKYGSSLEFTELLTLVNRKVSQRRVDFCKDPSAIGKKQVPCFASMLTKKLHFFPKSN
An asterisk follows results filed as active; ? = inconclusive; nt = no result given. The order is random; about 3.7% have a hit in one of these screens.

molecule	E-selectin induc	INS-1E GSIS act	RAD52 inh	XiGFP reactiv	RAD54 inh	F508del corr	DENV2 CPE rescue	CASP6 VEID inh
COc1ccc2c3c(n(C)c2c1)[C@H](CO)N(CC1CC1)CC31CN(C(=O)c2ccccc2)C1	0.3	-16	-12	0.0	nt	-1.5	-2	nt
COc1cccc(-c2ccc3c(c2)[C@H]2[C@H](CCN2C(=O)c2ccccc2F)[C@H](CO)N3C)c1	-0.3	-16	44	0.1	9	0.3	-3	-2
CCOc1ccc(CCNC(=O)CCNC(=O)c2ccc(Br)cc2)cc1OCC	0.7	4	-16	0.3	-5	1.3	-3	-6
O=C(NCCNc1ccc([N+](=O)[O-])cc1)c1ccccc1F	nt	-3	-6	0.1	-6	-0.7	-1	-3
CC(=O)NC[C@@H]1[C@@H](c2ccc(-c3ccccc3F)cc2)[C@H](CO)N1C(=O)C1CC1	0.0	1	-85	0.0	-2	-2.3	-8	-2
C[C@H]1CN([C@@H](C)CO)C(=O)Cc2cc(NC(=O)Cc3cn(C)c4ccccc34)ccc2O[C@@H]1CN(C)Cc1ccc(Oc2ccccc2)cc1	-6.9	29	nt	-1.0	5	-0.9	0	nt
COc1ccc(N(C(=O)c2snc(C(N)=O)c2N)C(C(=O)NC2CCCC2)c2ccco2)cc1OC (centres undefined)	nt	-7	-4	0.3	1	-1.1	-3	8
CCN(CCCCCCN)c1ccc2c(=O)[nH][nH]c(=O)c2c1	nt	-10	-10	0.1	nt	0.8	-3	2
CN1c2ccc(-c3cccc(C#N)c3)cc2[C@@H]2[C@@H](CCN2C(=O)C2CCCCC2)[C@@H]1CO	1.2	-12	26	0.4	nt	-1.1	9	1
COc1ccccc1C(CNC(=O)c1cccc(NS(=O)(=O)c2ccc(C)c(F)c2)c1)N1CCCC1 (centres undefined)	-0.1	-23	-20	-0.1	-18	0.3	-8	-123
CC(C)NC(=O)N(C)C[C@@H]1Oc2ccc(NC(=O)CCN3CCOCC3)cc2C(=O)N([C@@H](C)CO)C[C@@H]1C	-24	5	-9	-0.2	-4	-0.8	13	-1
Cc1ccc2oc(=O)c3cnn(CC(=O)N4CCCCC4C)c3c2c1 (centres undefined)	nt	-2	-6	0.0	-1	1.6	-6	-1
CC(C)c1cccc(OCCCCN(C)C)c1	nt	17	-7	0.1	nt	2.7	2	-10
O=C(COC(=O)CNC(=O)c1ccc(-c2ccccc2)cc1)NCc1ccco1	-2.0	-13	-16	0.3	6	1.1	nt	9
Cc1cc(C)cc(C(=O)Nc2c3c(nn2C(C)(C)C)CS(=O)(=O)C3)c1	nt	15	-13	0.3	3	3.1	0	0
CCOC(=O)/C(C#N)=C/c1c(N2CCN(c3ccccc3)CC2)nc2c(C)cccn2c1=O	nt	-22	-25	-0.1	10	-3.9	-2	3
CSc1cnn(CCC#N)c(=O)n1	0.3	15	6	-0.1	nt	-0.6	-3	-1
C[C@@H]1CN([C@H](C)CO)S(=O)(=O)c2ccc(-c3ccccc3)cc2O[C@@H]1CN(C)S(=O)(=O)c1ccccc1F	-0.2	-9	4	0.2	5	3.2	-7	-1
Cc1cc(C)cc(C(=O)N2CC(C)SC2=Nc2cccc(S(=O)(=O)N(C)C)c2)c1 (centres undefined)	nt	-2	-2	-0.1	5	0.1	8	1
COc1ccc(S(=O)(=O)N(Cc2ccccc2)c2ccccc2C(=O)N2CCOCC2)cc1	-0.1	-3	-113	0.1	5	-1.1	-4	1
Cc1occc1C(=O)O/N=C(\N)c1ccc(Cl)cc1	-2.6	13	-6	0.5	-8	-2.6	?	1
CC(=O)c1ccc(NC(=O)C[n+]2cccc(C)c2)cc1	0.1	nt	3	0.0	-9	0.3	4	-17
O=C(Cc1ccccc1)N1CC[C@@H]2[C@H](CO)Nc3ccc(-c4ccc(F)cc4)cc3[C@@H]21	-0.6	16	nt	-0.1	-4	-0.1	nt	nt
COc1ccc(S(=O)(=O)N(C)C[C@@H]2Oc3ccc(NS(=O)(=O)c4ccc(C)cc4)cc3CC(=O)N([C@H](C)CO)C[C@@H]2C)cc1	-0.6	-2	nt	-1.0	-4	0.1	-9	nt
CC(C)C[C@H](NC(=O)c1nc[nH]c1C(=O)N[C@@H](CC(C)C)C(=O)OC(C)(C)C)C(=O)OCc1ccccc1	1.1	nt	3	0.0	nt	1.4	2	8
Cc1c(CCC(=O)NCCC(=O)O)c(=O)oc2cc3occ(-c4ccccc4)c3cc12	-0.1	35	-16	0.2	-14	1.3	-10	3
CCCCn1c(CN2CCN(C(=O)c3ccco3)CC2)nc2c1c(=O)n(C)c(=O)n2C	0.1	nt	-5	0.2	6	3.5	-1	0
O=S(=O)(Nc1ccc(N2CCCCC2)cc1)c1ccc(F)cc1	0.6	-25	-10	0.0	-26	-2.4	7	-4
COc1cccc(CN(C)CC(=O)NCc2ccc(F)cc2)c1OC	nt	14	-12	0.2	-3	0.5	0	5
Cc1noc(C)c1NC(=O)N(C)C[C@@H]1OCCCC[C@H](C)Oc2ccc(NC(=O)Nc3ccc(C(F)(F)F)cc3)cc2C(=O)N([C@@H](C)CO)C[C@@H]1C	0.4	6	24	0.0	23	2.3	30*	-1
CC(C)CNc1nc(S(=O)(=O)c2ccccc2)c(Cl)s1	-1.8	3	6	-0.1	15	-1.0	2	-3
CCn1c(SCc2nc3ccccc3c(=O)[nH]2)nnc1C(C)NC(=O)c1ccccc1F (centres undefined)	nt	16	-14	0.0	nt	0.6	4	0
COc1cc(C=NCC2OCCc3ccccc32)cc(OC)c1 (centres undefined)	-2.3	-10	-7	0.0	-4	1.4	-1	-5
Cc1ccc(-c2cnc3c(c2)C(=O)N([C@H](C)CO)C[C@@H](C)[C@@H](CN(C)CC2CCCC2)O3)cc1	0.0	12	-4	-0.1	2	0.9	-3	3
COc1ccc(NC(=O)Cc2ccccc2F)cn1	0.5	2	-1	0.0	nt	-1.6	7	-1
Cc1ccc(NC(=O)[C@@H]2CCCN2S(=O)(=O)c2ccccc2F)cc1	-0.6	-11	-19	0.0	2	-0.4	13	-1
CCC(=O)N1[C@H](CO)[C@@H](c2ccccc2)[C@@H]1CN(CC)C(=O)c1ccccc1	-0.3	4	6	1.7	-5	1.1	-12	-1
CCc1cnccc1CCC(=O)Nc1ccccc1C	0.2	18	-7	0.3	-6	-1.3	0	-2
Cc1ccc(S(=O)(=O)N2C[C@@H]3O[C@H](CNS(=O)(=O)c4ccccc4C)CC[C@@H]32)cc1	nt	nt	-31	nt	nt	-0.8	-4	0
N#C[C@@H]1[C@H](c2ccccc2C2=CCCC2)[C@@H](CO)N1C(=O)C1CC1	-0.1	17	-6	0.1	nt	0.2	-14	1
O=C1S/C(=C\C=C\c2ccco2)C(=O)N1c1ccc(O)cc1	0.5	10	-14	0.4	nt	nt	1	43*
CCOC(=O)N1CCC(C(=O)NNC(=O)c2ccc(Cl)cc2Cl)CC1	nt	12	-11	0.1	4	-1.7	45*	0
COc1cc(NC(=O)C2CC(=O)N(CCc3ccccc3)C2)cc(OC)c1 (centres undefined)	-0.3	-4	-3	0.2	-2	-1.8	1	-130
COc1ccc(F)cc1-c1cc(C(=O)N2CCc3ccccc3C2)[nH]n1	-0.3	nt	4	-0.2	-9	-0.7	-4	1
CC(C)(C)c1ccccc1OCC(O)CN1CCN(c2ccccn2)CC1 (centres undefined)	-0.4	63*	14	-0.1	-3	1.3	7	-8

(continued)
Values run as follows: E-selectin induc, INS-1E GSIS act, RAD52 inh, XiGFP reactiv, RAD54 inh, F508del corr, DENV2 CPE rescue, CASP6 VEID inh
C[C@H](CO)N1C[C@H](C)[C@H](CN(C)S(C)(=O)=O)Oc2ccc(NS(C)(=O)=O)cc2C1=O
    -0.9, 0, -4, 0.1, 2, -2.8, -1, 1
COCCn1nnnc1CN1CCOCC1
    nt, -6, -9, nt, -5, 1.6, 2, 0
C[C@@H]1CCCCO[C@@H](CN(C)C(=O)c2ccncc2)[C@H](C)CN([C@H](C)CO)C(=O)c2cc(NS(=O)(=O)c3cn(C)cn3)ccc2O1
    2.1, 9, 13, -0.9, -5, -2.9, 7, -3
Cc1cccnc1NC(=S)NC(=O)c1cncc(Br)c1
    nt, -6, -4, nt, -14, -1.7, -1, -1
CO[C@@H]1CN(C)C(=O)c2cc(NC(C)=O)ccc2OC[C@@H](C)N(C(=O)Cc2cccnc2)C[C@H]1C
    -0.2, -1, -1, 0.2, 1, -0.5, -7, -4
Cc1ccc(/C=N/NC(=O)Cc2c(F)cccc2Cl)s1
    0.1, 22, -20, -0.1, 8, 1.8, -2, 2
CCC(=O)N1C[C@H](C)[C@H](OC)CN(C)C(=O)c2cc(NS(C)(=O)=O)ccc2OC[C@H]1C
    -0.2, 9, 0, 0.0, -1, -2.8, 8, -1
Cc1ccc(S(=O)(=O)N2CCOCC2)cc1NC(=O)Cn1nnc(-c2ccccc2)n1
    -1.0, -11, -23, 0.2, -4, 2.9, -1, 2
COc1cccc(NC(=O)CCC2CCN(C(=O)c3cccc(NC(C)=O)c3)CC2)c1
    nt, -15, -3, 0.0, -8, -0.7, -3, 0
Cc1ccc(S(=O)(=O)NNC(=O)c2ccncc2)cc1[N+](=O)[O-]
    -0.4, -9, 0, 0.2, 9, -0.3, -6, 2

Exported field by field: entries from further up
Structure: CCC(=O)N1C[C@H](C)[C@H](OC)CN(C)C(=O)c2cc(NS(C)(=O)=O)ccc2OC[C@H]1C
  E-selectin induc: -0.2
  INS-1E GSIS act: 9
  RAD52 inh: 0
  XiGFP reactiv: 0.0
  RAD54 inh: -1
  F508del corr: -2.8
  DENV2 CPE rescue: 8
  CASP6 VEID inh: -1
Structure: Cc1ccc(S(=O)(=O)N2CCOCC2)cc1NC(=O)Cn1nnc(-c2ccccc2)n1
  E-selectin induc: -1.0
  INS-1E GSIS act: -11
  RAD52 inh: -23
  XiGFP reactiv: 0.2
  RAD54 inh: -4
  F508del corr: 2.9
  DENV2 CPE rescue: -1
  CASP6 VEID inh: 2
Structure: COc1cccc(NC(=O)CCC2CCN(C(=O)c3cccc(NC(C)=O)c3)CC2)c1
  E-selectin induc: nt
  INS-1E GSIS act: -15
  RAD52 inh: -3
  XiGFP reactiv: 0.0
  RAD54 inh: -8
  F508del corr: -0.7
  DENV2 CPE rescue: -3
  CASP6 VEID inh: 0
Structure: Cc1ccc(S(=O)(=O)NNC(=O)c2ccncc2)cc1[N+](=O)[O-]
  E-selectin induc: -0.4
  INS-1E GSIS act: -9
  RAD52 inh: 0
  XiGFP reactiv: 0.2
  RAD54 inh: 9
  F508del corr: -0.3
  DENV2 CPE rescue: -6
  CASP6 VEID inh: 2
